Rtt109 Vps75 – C. albicans Rtt109 histone acetyltransferase inhibition; inhibition, % at 34.9 µM; 330,000 compounds, 0.16% hits; AID 540336; purified Rtt109/Vps75, ThioGlo CoA-SH fluorescence, 4 h;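 active = inhibition of at least 50% in every replicate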
DAGLB inh – diacylglycerol lipase beta (human) inhibition; HEK293T DAGLB membrane lysate, EnzChek fluorogenic substrate; inhibition, % at 5.17 µM; Q8NCG7; 340,000 compounds, 0.059% hits; in the data active = inhibition above about 34%;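 note: 0% = enzyme with vehicle and 100% = wells lacking enzyme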
Target sequence (Q8NCG7 whole entry, looked up): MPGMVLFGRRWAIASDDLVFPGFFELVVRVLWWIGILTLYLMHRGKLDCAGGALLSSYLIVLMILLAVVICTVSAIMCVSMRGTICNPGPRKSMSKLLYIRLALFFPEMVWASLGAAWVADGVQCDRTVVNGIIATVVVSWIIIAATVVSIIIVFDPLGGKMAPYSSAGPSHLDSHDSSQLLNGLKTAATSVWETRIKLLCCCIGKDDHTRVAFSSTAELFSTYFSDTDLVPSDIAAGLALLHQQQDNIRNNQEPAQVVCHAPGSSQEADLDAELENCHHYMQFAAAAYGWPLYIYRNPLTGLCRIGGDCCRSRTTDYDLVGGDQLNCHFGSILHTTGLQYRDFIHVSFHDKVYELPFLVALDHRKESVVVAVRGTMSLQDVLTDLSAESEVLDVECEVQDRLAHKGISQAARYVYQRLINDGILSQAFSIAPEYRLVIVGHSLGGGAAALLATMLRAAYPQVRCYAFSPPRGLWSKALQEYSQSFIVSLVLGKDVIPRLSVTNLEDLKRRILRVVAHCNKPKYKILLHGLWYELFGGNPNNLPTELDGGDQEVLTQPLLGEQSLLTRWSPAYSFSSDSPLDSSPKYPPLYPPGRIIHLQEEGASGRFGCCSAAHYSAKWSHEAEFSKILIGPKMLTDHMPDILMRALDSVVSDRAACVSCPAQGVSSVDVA
SR-BI uptake up – SR-BI HDL lipid transfer activation; AID 504775; CHO ldlA[mSR-BI] cells, DiI-HDL uptake fluorescence, 3 h; 100 = double the neutral-control signal; activation, % at 12.5 µM; 320,000 compounds, 0.096% hits;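 active = mean replicate activation of at least 60% and every replicate at or above 60%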;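 note: 0% = median plate neutral-control signal and 100% = twice that signal; values of inactives mirror those of a sister screen read the other way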
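Test system: SR-BI-overexpressing, LDLR-lacking CHO cells; Medium: Ham's F12 with 0.5% BSA, HEPES 25 mM, pH 7.4; Schedule: 3 h, 37 °C; Technique: bottom-read fluorescence, 550/595 nm.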
C-LANA FP – inhibitors of KSHV LANA C-terminal domain DNA binding; MBP-C-LANA/FAM-LBS DNA binding, fluorescence polarization; inhibition, % at 9 µM; 340,000 compounds, 0.078% hits; AID 504423;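 active = highest replicate inhibition at or above 60% at 9 µM, even if other replicates fall short; inactive = all replicates below 60% inhibition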;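 note: 0% = neutral control wells and 100% = 4 µM acridine orange control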
PKA-R2B activ – PKA-R2B complex activation | activation, % at 11.4 µM | AID 504700 | PKA-R2B holoenzyme dissociation, Cy5-IP20 fluorescence polarization; R2B truncated from residue 108, S112A mutant; 0% DMSO only, 100% 113 µM cGMP | P22694+P31323 | 340,000 compounds, 0.079% hits;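 active = activation above a cutoff set at the mean over all compounds plus 3 SD, cut at about 18% in these data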;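 note: higher means more holoenzyme dissociation and a rise in polarization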
Target sequence (P31323 whole entry, looked up, other chains not shown, the tested form may be a part): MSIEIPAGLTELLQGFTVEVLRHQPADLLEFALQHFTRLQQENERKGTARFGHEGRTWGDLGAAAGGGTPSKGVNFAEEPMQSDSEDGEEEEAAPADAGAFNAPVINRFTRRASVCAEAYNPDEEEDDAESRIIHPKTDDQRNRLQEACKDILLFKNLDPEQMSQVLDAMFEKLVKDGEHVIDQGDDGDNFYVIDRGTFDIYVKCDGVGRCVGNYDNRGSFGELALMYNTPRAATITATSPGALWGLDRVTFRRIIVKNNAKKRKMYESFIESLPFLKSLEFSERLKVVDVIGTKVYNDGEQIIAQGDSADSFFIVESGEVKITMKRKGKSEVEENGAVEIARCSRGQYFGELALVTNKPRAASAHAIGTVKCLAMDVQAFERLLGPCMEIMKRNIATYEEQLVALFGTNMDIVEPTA
Cardiac RTF inh – cardiac RTF calcium desensitization | AID 493244 | 340,000 compounds, 0.12% hits | inhibition, % at 7.15 µM | P19429+P45379 | IANBD-labeled cardiac RTF, Ca2+ fluorescence;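 active = inhibition above the mean inhibition of all tested compounds plus 3 SD, cut at about 17% in these data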;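 note: assay run at fixed EC70 calcium of 1.6 mM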
CAL PDZ FP-1 – blocks peptide binding to the human CAL PDZ domain | AID 602252 | inhibition, % at 24.9 µM | 300,000 compounds, 0.92% hits | Q9HD26 | purified CAL PDZ, TMR-peptide fluorescence polarization, 1 h;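 active = mean inhibition of at least 30% with at least half of replicates also reaching 30%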;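 note: 0% = DMSO neutral control and 100% = excess unlabeled competitor peptide PRC23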
RTF Ca sens act – cardiac RTF calcium sensitization; 340,000 compounds, 0.24% hits; AID 493008; activation, % at 7.2 µM; P19429+P45379; IANBD-labeled TnC RTF fluorescence at EC20 calcium; 0% EC20 calcium, 100% full calcium;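 active = activation above the mean over all tested compounds plus 3 SD, cut at about 30% in these data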;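 note: rise in fluorescence read as greater calcium sensitivity of cardiac thin filaments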
CAL PDZ FP-2 – human CAL PDZ-peptide interaction inhibition; Q9HD26; purified CAL PDZ, TMR-peptide fluorescence polarization, 1 h; inhibition, % at 20 µM; 330,000 compounds, 0.02% hits; AID 504414;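 active = highest replicate inhibition of at least 40%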;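 note: plate controls were DMSO neutral control wells for no effect and unlabeled competitor peptide control wells for full effect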
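Material: tagged CAL PDZ domain; buffer or medium: 25 mM sodium phosphate pH 7.4, 150 mM NaCl, TCEP, IgG, Thesit; compound dosing: single point, 20 µM; schedule: 1 h incubation at room temperature before polarization reading; measured by: FP readout, S and P plane fluorescence; read-out basis: percent inhibition from loss of millipolarization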
Keap1 Nrf2 FP – disrupts human Keap1 binding to Nrf2 peptide; Q14145; Keap1 Kelch-Nrf2 peptide fluorescence polarization, 1536-well; inhibition, % at 9.4 µM; 340,000 compounds, 0.15% hits; AID 504523; in the data active = inhibition above about 12%;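 note: human Keap1 Kelch domain with fluorescein labeled Nrf2 9mer peptide probe; 0% = neutral control wells and 100% = peptide positive control; higher means more block of Keap1 binding to Nrf2 peptide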
An asterisk follows results filed as active.

The first 2 compounds, to show the layout:
For O=C(NC(=S)NCc1ccccc1)c1ccccc1Br the results were Rtt109 Vps75 -6, DAGLB inh -8, SR-BI uptake up 20, C-LANA FP -0.4, PKA-R2B activ -7, Cardiac RTF inh -4, RTF Ca sens act 0, CAL PDZ FP-2 -0.4 and Keap1 Nrf2 FP 5.
Screening c1cnc(-c2noc(CN3CCN(C4CCCC4)CC3)n2)cn1 returned Rtt109 Vps75 -5, DAGLB inh 0, SR-BI uptake up 6, C-LANA FP -1.7, PKA-R2B activ -6, Cardiac RTF inh -5, CAL PDZ FP-1 -6, RTF Ca sens act 5, CAL PDZ FP-2 -1.3 and Keap1 Nrf2 FP 1.

All compounds of this part, from the start:
For O=C(NC(=S)NCc1ccccc1)c1ccccc1Br the results were Rtt109 Vps75 -6, DAGLB inh -8, SR-BI uptake up 20, C-LANA FP -0.4, PKA-R2B activ -7, Cardiac RTF inh -4, RTF Ca sens act 0, CAL PDZ FP-2 -0.4 and Keap1 Nrf2 FP 5.
Screening c1cnc(-c2noc(CN3CCN(C4CCCC4)CC3)n2)cn1 returned Rtt109 Vps75 -5, DAGLB inh 0, SR-BI uptake up 6, C-LANA FP -1.7, PKA-R2B activ -6, Cardiac RTF inh -5, CAL PDZ FP-1 -6, RTF Ca sens act 5, CAL PDZ FP-2 -1.3 and Keap1 Nrf2 FP 1.
O=C(Nc1ccc(F)cc1)Oc1ccc[nH]c1=O was read as Rtt109 Vps75 -4, DAGLB inh 3, SR-BI uptake up -6, C-LANA FP 0.0, PKA-R2B activ -6, Cardiac RTF inh 2, CAL PDZ FP-1 -5, RTF Ca sens act -7, CAL PDZ FP-2 -0.6 and Keap1 Nrf2 FP 4.
CCC(C)N(C(=O)COC(=O)CNC(=O)c1sc2ccccc2c1Cl)C1CCS(=O)(=O)C1 (stereo not drawn) was read as Rtt109 Vps75 15, DAGLB inh -2, SR-BI uptake up 20, C-LANA FP 0.4, PKA-R2B activ 0, Cardiac RTF inh -1, CAL PDZ FP-1 -1, RTF Ca sens act -6, CAL PDZ FP-2 -0.9 and Keap1 Nrf2 FP -3.
`CC(C)Cc1nc(SCC(=O)Nc2nnc(CC(C)C)s2)n[nH]1` gave Rtt109 Vps75 -5, DAGLB inh -1, SR-BI uptake up 2, C-LANA FP -0.7, PKA-R2B activ -10, Cardiac RTF inh -3, CAL PDZ FP-1 -4, RTF Ca sens act 4, CAL PDZ FP-2 -0.3 and Keap1 Nrf2 FP -2.
CCOc1ccc(Nc2nc(CC(=O)OC)cc(=O)[nH]2)cc1 was read as Rtt109 Vps75 0, DAGLB inh 1, SR-BI uptake up -1, C-LANA FP 3.3, PKA-R2B activ -9, Cardiac RTF inh -6, CAL PDZ FP-1 6, RTF Ca sens act -4, CAL PDZ FP-2 -0.2 and Keap1 Nrf2 FP 4.
Nc1c(C(=O)Nc2ccc(F)cc2)sc2nc(-c3ccco3)ccc12 was read as Rtt109 Vps75 0, DAGLB inh 8, SR-BI uptake up -39, C-LANA FP -0.5, PKA-R2B activ 10, Cardiac RTF inh 0, CAL PDZ FP-1 2, RTF Ca sens act 2, CAL PDZ FP-2 0.2 and Keap1 Nrf2 FP -2.
For CCN(CC)C(=O)COC(=O)c1ccc(O)cc1 the results were Rtt109 Vps75 -8, DAGLB inh -2, SR-BI uptake up 29, C-LANA FP -2.0, PKA-R2B activ 5, Cardiac RTF inh -16, CAL PDZ FP-1 -1, RTF Ca sens act -4, CAL PDZ FP-2 -0.6 and Keap1 Nrf2 FP -4.
`CCCN1CCC(=NNc2ccc(S(=O)(=O)N(CC)CC)cc2[N+](=O)[O-])CC1` gave Rtt109 Vps75 -2, DAGLB inh 6, SR-BI uptake up -37, C-LANA FP -1.3, PKA-R2B activ 5, Cardiac RTF inh -12, CAL PDZ FP-1 -1, RTF Ca sens act 2, CAL PDZ FP-2 -2.3 and Keap1 Nrf2 FP 0.
FC(F)(F)c1cnc(Nc2ccc(N3CCOCC3)cc2)c(Cl)c1 was read as Rtt109 Vps75 -19, DAGLB inh 0, SR-BI uptake up -64, C-LANA FP -2.8, PKA-R2B activ -17, Cardiac RTF inh -11, CAL PDZ FP-1 -10, RTF Ca sens act 6, CAL PDZ FP-2 0.0 and Keap1 Nrf2 FP -1.
O=C(C1=NN[C@@H]2C(=O)N(c3cccc(C(F)(F)F)c3)C(=O)[C@H]12)C(c1ccccc1)c1ccccc1 was read as Rtt109 Vps75 5, DAGLB inh -23, SR-BI uptake up 17, C-LANA FP 0.3, PKA-R2B activ -10, Cardiac RTF inh -19, CAL PDZ FP-1 0, RTF Ca sens act 12, CAL PDZ FP-2 -1.3 and Keap1 Nrf2 FP -7.
O=C(COC(=O)c1ccc(S(=O)(=O)N2CCCC2)cc1)Nc1ccccc1 was read as Rtt109 Vps75 0, DAGLB inh -2, SR-BI uptake up 8, C-LANA FP 2.3, PKA-R2B activ -14, Cardiac RTF inh 8, CAL PDZ FP-1 -2, RTF Ca sens act 5, CAL PDZ FP-2 -2.5 and Keap1 Nrf2 FP -3.
COc1ccc(Cc2nc3ccc(C(=O)N(C)C(C)c4nccs4)cc3o2)cc1 (stereo not drawn) was read as DAGLB inh -4, SR-BI uptake up 0, C-LANA FP 1.2, PKA-R2B activ 4, Cardiac RTF inh -4, CAL PDZ FP-1 0, RTF Ca sens act 0, CAL PDZ FP-2 -2.0 and Keap1 Nrf2 FP 5.
Screening O=C(c1ccco1)N(Cc1nc2ccccc2c(=O)[nH]1)C1CCCC1 returned Rtt109 Vps75 25, DAGLB inh 1, SR-BI uptake up 18, C-LANA FP 1.5, PKA-R2B activ -10, Cardiac RTF inh -4, CAL PDZ FP-1 -1, RTF Ca sens act 5, CAL PDZ FP-2 -2.4 and Keap1 Nrf2 FP -2.
O=C(Nc1ccccc1)c1ccccc1Oc1ccc(C(F)(F)F)cc1[N+](=O)[O-] was read as Rtt109 Vps75 22, DAGLB inh 0, SR-BI uptake up 18, C-LANA FP -1.0, PKA-R2B activ -10, Cardiac RTF inh -2, CAL PDZ FP-1 -5, RTF Ca sens act 2, CAL PDZ FP-2 -2.7 and Keap1 Nrf2 FP 3.
`O=C(O)C(Cc1cc2ccccc2[nH]1)N1C(=O)C2CC=C(Cl)CC2C1=O` (stereo not drawn) gave Rtt109 Vps75 -19, DAGLB inh -1, SR-BI uptake up 24, C-LANA FP 0.1, PKA-R2B activ 3, Cardiac RTF inh -3, CAL PDZ FP-1 -3, RTF Ca sens act -2, CAL PDZ FP-2 -1.2 and Keap1 Nrf2 FP 0.
Cc1cnc(C(=O)Nc2ccc(-n3cnnn3)cc2)cn1 was read as Rtt109 Vps75 -8, DAGLB inh -5, SR-BI uptake up -19, C-LANA FP -2.6, PKA-R2B activ 0, Cardiac RTF inh -2, CAL PDZ FP-1 -1, RTF Ca sens act -4, CAL PDZ FP-2 -0.5 and Keap1 Nrf2 FP 1.
Screening CCOc1ccc(/C=C(\C#N)C(=O)c2c(C)[nH]c3ccccc23)cc1OC returned Rtt109 Vps75 7, DAGLB inh 0, SR-BI uptake up -49, C-LANA FP 1.8, PKA-R2B activ 11, Cardiac RTF inh -12, CAL PDZ FP-1 -4, RTF Ca sens act -4, CAL PDZ FP-2 0.1 and Keap1 Nrf2 FP -5.
For CCOC(=O)c1cc(-c2ccccc2)nc2nc(N(CC)CC)sc12 the results were Rtt109 Vps75 -65, DAGLB inh -7, C-LANA FP 0.4, PKA-R2B activ 13, Cardiac RTF inh 9, CAL PDZ FP-1 7, RTF Ca sens act -3, CAL PDZ FP-2 -2.3 and Keap1 Nrf2 FP -6.
N#CC(c1ccc(O)cc1)N1CCOCC1 (stereo not drawn) was read as Rtt109 Vps75 -9, DAGLB inh 1, SR-BI uptake up 6, C-LANA FP 0.1, PKA-R2B activ -5, Cardiac RTF inh -6, CAL PDZ FP-1 -2, RTF Ca sens act 2, CAL PDZ FP-2 -0.8 and Keap1 Nrf2 FP -3.
C/C(=N\NC(=S)Nc1cccc(C)c1)c1ccco1 was read as Rtt109 Vps75 7, DAGLB inh -4, SR-BI uptake up -13, C-LANA FP -0.2, PKA-R2B activ 0, Cardiac RTF inh 6, CAL PDZ FP-1 4, RTF Ca sens act -2, CAL PDZ FP-2 -2.4 and Keap1 Nrf2 FP -1.
Screening CCC(C)NC(=O)C1CCN(C(=O)c2ccccc2)CC1 (stereo not drawn) returned DAGLB inh -1, SR-BI uptake up 40, C-LANA FP 0.8, PKA-R2B activ -1, Cardiac RTF inh 0, CAL PDZ FP-1 -3, RTF Ca sens act 3, CAL PDZ FP-2 -2.0 and Keap1 Nrf2 FP -2.
`Cn1cnc([N+](=O)[O-])c1S(=O)(=O)c1ccc(Cl)cc1` gave Rtt109 Vps75 10, DAGLB inh -7, SR-BI uptake up 15, C-LANA FP -1.5, PKA-R2B activ 4, Cardiac RTF inh 7, CAL PDZ FP-1 -4, RTF Ca sens act -1, CAL PDZ FP-2 -2.7 and Keap1 Nrf2 FP 6.
CC(C)CCOP(=O)(c1ccc(N(C)C)cc1)C(O)c1ccc(Cl)cc1Cl (stereo not drawn) was read as Rtt109 Vps75 -1, DAGLB inh 1, SR-BI uptake up -50, C-LANA FP 0.5, PKA-R2B activ 3, Cardiac RTF inh -2, CAL PDZ FP-1 -2, RTF Ca sens act 0, CAL PDZ FP-2 0.2 and Keap1 Nrf2 FP -5.
`O=c1oc2ccccc2c2c1SC(C(F)(F)F)C2` (stereo not drawn) gave Rtt109 Vps75 13, DAGLB inh -7, SR-BI uptake up -5, C-LANA FP 2.4, PKA-R2B activ -1, Cardiac RTF inh 8, CAL PDZ FP-1 -1, RTF Ca sens act 2, CAL PDZ FP-2 -1.9 and Keap1 Nrf2 FP 0.
COc1ccc(CN(C(=O)c2snc(C(N)=O)c2N)C(C(=O)NC2CCCC2)c2ccc(OC)c(OC)c2)cc1 (stereo not drawn) was read as Rtt109 Vps75 0, DAGLB inh -2, SR-BI uptake up 10, C-LANA FP 1.0, PKA-R2B activ 3, Cardiac RTF inh -8, CAL PDZ FP-1 2, RTF Ca sens act -3, CAL PDZ FP-2 1.2 and Keap1 Nrf2 FP -5.
Screening Cc1ccc(F)cc1NC(=O)CCc1c(C)nn(-c2ccc(N3CCCCC3)nn2)c1C returned Rtt109 Vps75 5, DAGLB inh 4, SR-BI uptake up -81, C-LANA FP 0.9, PKA-R2B activ -12, Cardiac RTF inh -4, CAL PDZ FP-1 3, RTF Ca sens act -3, CAL PDZ FP-2 -1.8 and Keap1 Nrf2 FP 0.
`CC1CCC2(CC1)NC(=O)N(NC(=O)CCc1c[nH]c3ccccc13)C2=O` (stereo not drawn) gave Rtt109 Vps75 2, DAGLB inh 4, SR-BI uptake up -16, C-LANA FP 0.7, PKA-R2B activ -12, Cardiac RTF inh 1, CAL PDZ FP-1 -5, RTF Ca sens act -1, CAL PDZ FP-2 -1.6 and Keap1 Nrf2 FP 4.

From PubChem BioAssay
